# ST2 IL33 inh: blocks human ST2 binding to IL-33; Q01638; AlphaLISA ST2-Fc/biotin-IL-33 interaction, 1 h; inhibition, % for hits at 17 µM; 78,000 compounds, 2.3% hits; AID 1259354; in the data active means inhibition above about 30%; inconclusive means mostly about 10% to 28%
# Target sequence (Q01638 whole entry, looked up): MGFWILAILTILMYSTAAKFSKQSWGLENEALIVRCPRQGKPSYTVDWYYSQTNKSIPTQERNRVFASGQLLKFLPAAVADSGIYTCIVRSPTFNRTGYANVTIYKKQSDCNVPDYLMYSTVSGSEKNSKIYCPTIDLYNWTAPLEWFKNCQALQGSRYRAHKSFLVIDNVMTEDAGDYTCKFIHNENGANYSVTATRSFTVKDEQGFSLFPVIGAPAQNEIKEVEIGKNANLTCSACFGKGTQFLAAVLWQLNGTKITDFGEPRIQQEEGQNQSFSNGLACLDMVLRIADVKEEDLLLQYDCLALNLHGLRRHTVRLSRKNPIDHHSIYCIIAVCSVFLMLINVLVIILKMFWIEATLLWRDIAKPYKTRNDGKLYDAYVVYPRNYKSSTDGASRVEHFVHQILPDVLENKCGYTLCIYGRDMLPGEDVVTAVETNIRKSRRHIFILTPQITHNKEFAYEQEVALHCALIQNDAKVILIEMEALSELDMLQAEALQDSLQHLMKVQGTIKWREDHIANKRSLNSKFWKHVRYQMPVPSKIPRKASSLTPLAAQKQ
# Active calls of the source: *; i = inactive; ? = inconclusive. Only part of the results is shown; the hit share may differ from the screen's.
molecule | ST2 IL33 inh
COC(=O)c1c[nH]n2c(=O)c(Cc3ccc(C)cc3)c(C)nc12 | i
CCC1CCCCN1C(=O)CSc1n[nH]c(C)c1[N+](=O)[O-] (stereo unspecified) | i
Cn1c(=O)c2nc(-c3ccccc3Cl)oc2c2ccccc21 | i
O=C(CCC1CCCC1)N1CCN(S(=O)(=O)c2ccccc2[N+](=O)[O-])CC1 | i
Cn1c(SCC(=O)Nc2nc3ccccc3s2)nc2c([nH]c3ccccc32)c1=O | ?
Cc1onc(-c2ccccc2Cl)c1C(=O)Nc1ccc(OCC(=O)N2CCOCC2)cc1 | i
Cn1c(=O)c2c(nc3n(Cc4ccccn4)c(-c4ccc(F)cc4)cn23)n(C)c1=O | i
C=CCOc1c(I)cc(C=O)cc1OCC | i
O=[N+]([O-])c1ccccc1S(=O)(=O)NCc1cccnc1 | i
CCOc1cc(O)c(-c2n[nH]c(C)c2-c2ccc(F)cc2)cc1CC | ?
CC(=O)N(C)c1ccc(N=C2C(=O)Nc3cc(Br)c(C)cc32)cc1 | ?
OCCN1CCN(C2CCN(Cc3cccc(Oc4ccccc4)c3)CC2)CC1 | i
CCN(Cc1ccnc2ccccc12)CC1CCCO1 (stereo unspecified) | i
O=[N+]([O-])c1ccc(N2CCN(CCO)CC2)cc1 | i
O=[N+]([O-])c1ccccc1/C=C/CN1CCN(c2cccc(Cl)c2)CC1 | ?
CCOC(=O)c1oc2ccccc2c1NC(=O)C1CCCCC1 | i
COc1ccc(N2CCN(C(=O)c3cc4cc5ccc(OC)cc5nc4o3)CC2)cc1 | i
COc1ccc(-c2nc3ccccc3[nH]c2=O)cc1 | i
CC1CCCC(NC(=O)CSc2cc(=O)n(C)c3cc(Cl)ccc23)C1C (stereo unspecified) | i
CCN(Cc1ccccc1)S(=O)(=O)c1cc(Br)cc2c1N(C(=O)C1CC1)CC2 | ?
O=C(c1n[nH]c2c1CCC2)N(CC1CCN(Cc2ccccc2F)CC1)CC1CCCO1 (stereo unspecified) | i
O=C(O)C1CC1(c1ccccc1)c1ccccc1 (stereo unspecified) | i
O=c1c2cnn(-c3ccccc3)c2ncn1Cc1cccc(Cl)c1 | i
CC(=O)N(c1ccc(C)c(C)c1)C1C=CS(=O)(=O)C1 (stereo unspecified) | i
CC(C)C12CN3CC(C(C)C)(CN(C1)C3c1cccs1)C2=O (stereo unspecified) | i
O=C(Nc1ccc([N+](=O)[O-])cc1)c1cnc2n(c1=O)CCS2 | i
CCCC(=O)NCCc1nc2ccccc2n1C | i
COc1cc(OC)cc(C(=O)N2CCN=C2SC)c1 | i
CCOC(=O)C1=C(C)NC2=C(C(=O)C(C(=O)OC)C(C)C2)C1c1coc2ccccc2c1=O (stereo unspecified) | i
CCCC(=O)Nc1ccc(I)cc1Cl | i

# Retrieved by structure from the entries so far:
molecule | ST2 IL33 inh
O=C(O)C1CC1(c1ccccc1)c1ccccc1 (stereo unspecified) | i
CCN(Cc1ccccc1)S(=O)(=O)c1cc(Br)cc2c1N(C(=O)C1CC1)CC2 | ?
Cn1c(SCC(=O)Nc2nc3ccccc3s2)nc2c([nH]c3ccccc32)c1=O | ?

# The listing continues:
molecule | ST2 IL33 inh
COc1ccc(C)cc1NC(=O)C(C)N(c1ccccc1)S(C)(=O)=O (stereo unspecified) | ?
Cc1nc(SCC(=O)Nc2nncs2)n[nH]1 | i
CC1CCN(c2ncnc3c2cnn3-c2ccccc2)CC1 | i
C=CCNC(=O)/C(=C/c1ccc2c(c1)OCO2)NC(=O)c1ccccc1Cl | i
Cc1csc(NC(=O)CSc2nc(-c3cccs3)cc(-c3cccs3)c2C#N)n1 | ?
COc1ccc2nc3oc(C(=O)Nc4ccc(F)cc4)cc3cc2c1 | ?
CC(C)Cc1cc(C(=O)Nc2cc(Cl)ccc2Cl)no1 | i
CC(=O)N1N=C(c2ccncc2)OC1c1ccc(C(C)C)cc1 (stereo unspecified) | ?
CCS(=O)(=O)N1CCN(c2cc(-c3cccc(OC)c3)ncn2)CC1 | i
CC1=C(C(=O)Nc2ccccn2)C(c2cc([N+](=O)[O-])ccc2Cl)C2=C(CC(C)(C)CC2=O)N1 (stereo unspecified) | i
COC(=O)c1ccc(C2C(C(C)=O)=C(C)Nc3ncnn32)cc1 (stereo unspecified) | i
CCCn1ccnc1C1CC(=O)Nc2c1c(C)nn2CCC(C)C (stereo unspecified) | ?
Cn1cnnc1SCC(=O)c1cccs1 | i
CSc1cccc(NC(=O)N2CCC(Cn3cc(CN)nn3)CC2)c1 | i
COC(=O)c1ccc(-c2noc(CN3CCC(C(O)c4cccs4)CC3)n2)cc1 (stereo unspecified) | i
O=C(CSc1nc2c(c(=O)n1-c1ccccc1)SCC2)Nc1ccc2c(c1)OCCO2 | ?
Cc1ccccc1C1(O)CCN(C(=O)CCc2cn3ccccc3n2)C1 (stereo unspecified) | i
O=C(NC[C@H]1O[C@@H](CO)[C@@H](O)[C@H]1N1CCN(c2cccc(C(F)(F)F)c2)CC1)Nc1ccc(F)cc1F | ?
N#Cc1c(C(F)(F)F)cc(-c2ccccc2)nc1SCC(=O)C1CC1 | ?
O=C(Nc1c(C(=O)O)oc2ccc(Cl)cc12)c1ccc(C(F)(F)F)cc1 | i
NC(=O)C1CCN(S(=O)(=O)c2ccccc2[N+](=O)[O-])CC1 | i
O=C(c1ccccc1)C1CCCN(Cc2nc(-c3ccc(C(F)(F)F)cc3)no2)C1 (stereo unspecified) | i
CC(C)NC(=O)c1cc(-c2cccnc2)nc2ccccc12 | i
CCn1cc(SCC(=O)Nc2nc3ccccc3s2)c2ccccc21 | i
CN1CCN(c2nc(-c3ccc(F)cc3)cc(C(F)(F)F)n2)CC1 | ?
O=C(NCc1cccnc1)c1ccc2c(c1)N(Cc1c(F)cccc1Cl)C(=O)CS2 | i
Cc1sc(NC(=O)c2cc3cc(Br)ccc3oc2=O)nc1-c1ccccc1 | ?
OCCNCCOc1ccccc1-c1ccccc1 | i
Cc1ccc(CN2CC[C@H](c3nnc(C)o3)C2)o1 | i
COC(=O)c1c(NC(=O)COc2cc(C)cc(C)c2)sc2c1CCC(C)C2 (stereo unspecified) | ?
COc1ccc(-c2nc3sccn3c2Nc2ccc3c(c2)OCO3)cc1 | 30%*
CCN(CC)C(=O)[C@@H](C)[C@@H]1CC[C@@]2(C)CC[C@H](NS(C)(=O)=O)[C@@H](C)[C@@H]2[C@H]1O | i
O=C(NS(=O)(=O)c1ccc(Cl)s1)c1ccccc1 | i
COc1ccc(Nc2c3c4c(c(Br)ccc4n(C)c2=O)C(=O)c2ccccc2-3)cc1 | ?
O=C(NC1CCCCC1)C(Cc1ccccc1)N1C(=O)C2C3C=CC(C3)C2C1=O (stereo unspecified) | i
C=CCOC(=O)C1=C(C)N=C2SCCC(=O)N2C1c1ccc(OCC)c(OC)c1 (stereo unspecified) | i
O=C(C1CCCO1)N1CCN(c2ncccn2)CC1 (stereo unspecified) | i
O=C(Nc1ccccc1-c1nc2ccccc2o1)c1ccc2c(c1)OCCO2 | i
C=CCc1cccc2cc(C(=O)Nc3cccc(Cl)c3C)c(=O)oc12 | i
CN1CCCN(Cc2ccc([N+](=O)[O-])o2)CC1 | i
COCCNS(=O)(=O)c1ccc2c(c1)C(=NO)c1cc(S(=O)(=O)NCCOC)ccc1-2 | i
C=C(C)Cn1c(C(C)NC(C)=O)nc2ccccc21 (stereo unspecified) | i
CCc1ccc(NS(=O)(=O)c2ccc3c(c2)CCN3C(=O)C2CC2)cc1 | i
O=C(O)CC1C(=O)NCCN1Cc1ccccn1 (stereo unspecified) | ?
NC(=O)c1cc2cc(Br)ccc2oc1=Nc1ccc(Br)cc1 | i
C=CCn1c(SCC(=O)NCCN2CCOCC2)nc2sc3c(c2c1=O)CCC3 | i
CCc1noc(CN2CCOc3c(O)cc(-c4nc(C)cnc4C)cc3C2)n1 | i
CCCn1c(=O)c2[nH]c(C3CCCC3)nc2n(CCC)c1=O | i
CCC(C(=O)NC12CC3CC(CC(C3)C1)C2)c1ccccc1 (stereo unspecified) | i
CCC(C)Sc1oc(-c2ccco2)nc1S(=O)(=O)c1ccc(Br)cc1 (stereo unspecified) | i
NC(=O)c1cc(-c2ccc(Br)cc2)no1 | ?
Cc1ccccc1-c1noc(CCC(=O)N2CCC3(CN(C)C(=O)O3)C2)n1 (stereo unspecified) | i
COC(=O)C1=C(C)Nc2nc(SCc3ccccc3)[nH]c(=O)c2C1c1cccc(F)c1 (stereo unspecified) | i
CC1=C(C(=O)Nc2cccnc2)C(c2cccnc2)n2nc(SCc3ccccc3)nc2N1 (stereo unspecified) | ?
CSc1cccc(NS(=O)(=O)c2ccc(Cl)s2)c1 | i
CC(C)OC(=O)C(C)(C)Oc1ccc(C(=O)c2ccc(Cl)cc2)cc1 | i
Cc1cc([N+](=O)[O-])nn1CCCC(=O)N1CCN(c2ccccc2)CC1 | i
COC(=O)c1sc2ccccc2c1NC(=O)C1CC1 | i
CCC(=O)Nc1c(C(=O)OC)sc2ccccc12 | i
Cc1nccn1-c1ccc(Cn2ccnc2-c2ccc(S(C)(=O)=O)cc2)cc1 | i

# Additional records
molecule | ST2 IL33 inh
OC(/C=C/CN1CCCCC1)(c1ccccc1)c1ccccc1 | i
COCC1(C(=O)NCC2CC(=O)N(C3CCCC3)C2)CCC1 (stereo unspecified) | ?
O=S(=O)(Nc1cccc2c1CCCC2)c1cccc2nsnc12 | ?
NC(=O)C1CCN(C(=O)CCCn2c(=O)[nH]c3ccc(Br)cc3c2=O)CC1 | i
O=C1N/C(=C\c2ccc(O)c(Br)c2)C(=O)N1Cc1ccc(Cl)cc1 | ?
CCOc1ccccc1N1CCN(Cc2cc(Br)ccc2OC)CC1 | ?
COC(=O)c1ccc(C2C(Oc3ccccc3)C(=O)N2c2cccc(Cl)c2)cc1 (stereo unspecified) | i
COc1ccc(OCCCC(=O)Nc2ccc(OC)cc2OC)cc1 | ?
Cc1oc(-c2ccccc2Cl)nc1CSCC(=O)NC1CCCC1 | ?
CCOC(=O)c1[nH]c2ccc(OC)cc2c1NC(=O)CN(CC)CC | ?
O=C(c1ccc2c(c1)OCCO2)C1CCCCC1 | i
O=C(C1CCN(S(=O)(=O)c2cccs2)CC1)N1CCN(Cc2ccccc2)CC1 | i
CCC(=O)N1CCc2cc(Br)cc(S(=O)(=O)NCCN(CC)CC)c21 | i
O=[N+]([O-])c1ccccc1N1CCN(S(=O)(=O)c2ccc(Cl)c(Cl)c2)CC1 | 30%*
CN(Cc1cc(-c2ccccc2)no1)C(=O)c1cn(CC2CCCO2)nn1 (stereo unspecified) | ?
CCC(=O)Nc1ccc(-c2c(F)cccc2OC)c(C)n1 | i
c1ccc2c(c1)OCC(Cn1ccnc1-c1cnc(N3CCCC3)nc1)O2 (stereo unspecified) | i
Cc1nc(CCNC(=O)c2c3c(nn2C)CCCC3)sc1C | i
Cc1ccc(Cl)cc1NC(=O)c1c(Cl)cccc1Cl | i
Cc1cccc(C(=O)Nc2cc(C)ccc2OCc2cc(=O)n3oc(C)cc3n2)c1 | i
CN(C)CCCN1c2ccccc2CCc2ccc(Cl)cc21 | i
Cc1n[nH]c(C)c1S(=O)(=O)N1CCC(C(=O)Nc2ccc(F)cc2F)CC1 | i
CCS(=O)(=O)c1ccc2oc(=O)c(C=C(O)c3cccc(Br)c3)nc2c1 | i
O=C(N/C(=C\c1ccc2c(c1)OCO2)C(=O)N1CCOCC1)c1ccccc1Cl | i
CCOc1ccccc1CN(Cc1nn(C)cc1Cl)C1CC1 | i
COc1ccc(Br)cc1S(=O)(=O)NCCCN1CCOCC1 | i
CC1=C(C(=O)OC2CCCCC2)C(c2ccccc2)n2nnnc2N1 (stereo unspecified) | i
c1ccc(C2CCCN(Cc3nc(-c4cnccn4)no3)CC2)cc1 (stereo unspecified) | i
Cc1cc(C)n(CC2(CNC(=O)[C@@H]3C[C@@H]4C=C[C@H]3C4)CC2)n1 | i
CCOc1ccccc1C(=O)Nc1cc(N2CCCS2(=O)=O)ccc1C | i
CCN(Cc1ccccc1)S(=O)(=O)c1cccc2nsnc12 | i
COc1ccc(S(=O)(=O)N2CCSC2c2cc(OC)ccc2OC)cc1 (stereo unspecified) | i
CC(C)NC(=O)NC[C@H]1O[C@@H](CO)[C@@H](O)[C@H]1N(C)CCc1ccccc1 | i
Cc1sc2ncn(CC(=O)N3CCN(c4ccccc4Cl)CC3)c(=O)c2c1C | i
Cc1nc(C(=O)NC(C)c2ncn[nH]2)cs1 (stereo unspecified) | i
CC(NCCC1=CCCCC1)C(=O)NC1CCCC1 (stereo unspecified) | i
CC1(C)COC(CCCOc2ccc(Cl)cc2Cl)=N1 | i
CCOC(=O)c1c(NC(=O)C(c2ccccc2)c2ccccc2)sc(C(C)=O)c1C | i
Cc1cc(C(=O)NC2CC(=O)N(Cc3ccccc3Cl)C2)nc(C)n1 (stereo unspecified) | i
COc1ccccc1/C=C1\N=C(c2cc([N+](=O)[O-])cc([N+](=O)[O-])c2)OC1=O | i
COc1ccc(CN2CCN(Cc3cc(OC)c(OC)cc3[N+](=O)[O-])CC2)cc1OC | i
CCN(CC)C(=NS(=O)(=O)c1ccccc1)c1ccc(Cl)cc1 | i
C=CCNCc1cccn1-c1sc2c(c1C#N)CCCC2 | ?
CCCS(=O)(=O)N1CCCC(C(=O)NCCN(C)C)C1 (stereo unspecified) | i

# Structures shown so far with a CF3 group, in the order listed:
molecule | ST2 IL33 inh
O=C(NC[C@H]1O[C@@H](CO)[C@@H](O)[C@H]1N1CCN(c2cccc(C(F)(F)F)c2)CC1)Nc1ccc(F)cc1F | ?
N#Cc1c(C(F)(F)F)cc(-c2ccccc2)nc1SCC(=O)C1CC1 | ?
O=C(Nc1c(C(=O)O)oc2ccc(Cl)cc12)c1ccc(C(F)(F)F)cc1 | i
O=C(c1ccccc1)C1CCCN(Cc2nc(-c3ccc(C(F)(F)F)cc3)no2)C1 (stereo unspecified) | i
CN1CCN(c2nc(-c3ccc(F)cc3)cc(C(F)(F)F)n2)CC1 | ?

# Source: PubChem (IUPUI and University of Michigan)
